Assay outcomes as filed in PubChem.
MPTP inh: blocks calcium-induced mitochondrial swelling; isolated mouse mitochondria, Ca2+ swelling absorbance, 30 min; inhibition, % at 10 µM; 1.4% of 360,000 active; AID 602449;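 active = inhibition of 50% or more, scaled per plate between neutral and stimulator controls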;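 note: 0% = DMSO wells given calcium and 100% = 1 mM EGTA wells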
NR3A LBD binder: modulates the human NR3A ligand-binding domain; Tm shift relative to glycine control, % at 25 µM; AID 1259313; NR3A LBD differential scanning fluorimetry, Tm shift; 0% = protein alone, 100% = glycine-bound protein; 2.5% of 340,000 active;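 active = melting temperature shift of at least 10% of the positive control shift, at one fixed dose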
* marks the source's active call; other numbers are inactive results; & = joins results of further samples. Only part of the results is shown; count on the stated rates, not on these rows.

SMILES	MPTP inh	NR3A LBD binder
Clc1ccc2c(NCCNC3CCCCC3)ccnc2c1	14	1
O=C1CCC[C@@H]2Cc3nc4ccccc4cc3[C@@H]3CCN1[C@H]23	-0.7	-6
CC(/C=C1\SC(=O)N(CCCC(=O)O)C1=O)=C\c1ccccc1	-0.5	-3
COc1ccc(C=NNC(=S)NC23CC4CC(CC(C4)C2)C3)cc1OC	0.7	-6
CC1(c2ccccc2)NC(=O)N(CC(=O)NCCN2C(=O)S/C(=C\c3cccnc3)C2=O)C1=O (stereo unspecified)	-1.6	3
CCOC(=O)/C(=C\C=C1/Sc2ccccc2N1CC)C(C)=O	-0.9	-4
O=[N+]([O-])c1ccc(/C=C/c2nc3ccc([N+](=O)[O-])cc3[nH]2)cc1	98*	6
CC1=CC(C)(C)NC(=S)N1c1ccc([N+](=O)[O-])cc1	-2.6	-3
CN(Cc1ccc([N+](=O)[O-])cc1)c1ccccc1	0.6	1
Cc1c(C(c2cc(O)ccc2Cl)c2c(C)n(C)n(-c3ccccc3)c2=O)c(=O)n(-c2ccccc2)n1C	0.3	2
COc1ccc(CNS(=O)(=O)CCNCc2ccco2)cc1	0.0	0
Cc1cc(C)c(C(=O)CC(=O)c2cccnc2)c(C)c1	0.6	-3
COC(=O)CSc1nnc(CNC(=O)c2cccs2)n1-c1cccc(C)c1	0.0	-1
CC1=CN2C(=N)/C(=C/c3ccc([N+](=O)[O-])o3)C(=O)N=C2S1	5.9	-3
O=C1/C(=C\c2ccc(Cl)cc2)CCC1CNc1ccc(Cl)cc1 (stereo unspecified)	0.0	0
COn1c(C)c(C)c2c3nonc3ccc21	6.7	1
CN(c1ccccc1)c1ncnc2c1ncn2C	-1.4	4
COc1ccccc1NC1=C(NC(C)=O)C(=O)c2ccccc2C1=O	2.3	-6
O=C(O)c1ccc(Cn2cnc3c(=O)[nH]cnc32)cc1	-0.1	2
CC(C)c1ccc2c(c1)CC[C@H]1[C@](C)(CN)CCC[C@]21C	88*	0&2
Cc1cc(C(=O)N2CCc3ccccc3C2)c(C)o1	-0.6	2
O=c1cc2c(c(-c3ccccc3)n1Cc1ccccc1)[C@H](CCO)NC2	1.8	1
CCOc1cc(NC(=S)Nc2cccc(C)c2)c(OCC)cc1NC(=O)CC(C)C	3.9	-8
Cc1cn(CC(=O)NCCCn2ccnc2)c(=O)[nH]c1=O	0.0	1
Cc1nc2cc(C)c(C)cc2o1	-0.5	-1

Next compounds:
SMILES	MPTP inh	NR3A LBD binder
Cc1ccc(C=NNc2ccc([N+](=O)[O-])cn2)cc1	2.9	-5
CN(C)c1ccc(C=NNC(=S)Nc2ccc(F)cc2)cc1	1.2	6
CC(=O)OC1C(=O)N(Cc2ccccc2)C1c1ccc(C)cc1 (stereo unspecified)	-0.3	0
O=C(O)c1cn(-c2ccc(F)cc2)c2cc(N3CCNCC3)c(F)cc2c1=O	-1.5	5
CCc1ccccc1-n1ncc(C(=O)Nc2ccc(OC)cc2)c1C	3.2	2
CCN(CC)CCCN1C(=O)C(=O)/C(=C(/O)c2c(C)nc3ccccn23)C1c1ccc(C)o1 (stereo unspecified)	1.3	-1
O=C(CCSCCC(=O)NN=Cc1ccccc1O)NN=Cc1ccccc1O	2.7	-2
CCOC(=O)CCN(C(=O)Nc1ccccc1)C1CCCCC1	-0.1	0
COCCCNC(=S)NNC(=O)C1CC1c1ccc(C(C)(C)C)cc1 (stereo unspecified)	2.4	-2
CCc1nn(CC(=O)N2CCN(Cc3ccc4c(c3)OCO4)CC2)c(=O)c2cc3occc3n12	0.7	-1
COCCNC(=O)Cc1c(C)c2cc3c(cc2oc1=O)OC(C)(C)CC3	-1.0	0
CCOc1ccc(OCC(=O)OCC(=O)N2CCN(S(=O)(=O)c3ccc(C)cc3C)CC2)cc1	0.1	-1
O=S(Cc1ccccc1)Cc1ccccc1	-0.7	-2
CC(C)c1ccc(S(=O)(=O)/N=C2\C=C(NS(=O)(=O)c3ccccc3)C(=O)c3ccccc32)cc1	26	1
O=C(O)c1ccc(C=NN=Cc2ccco2)cc1	-0.1	-3
COC(=O)C(C(=O)OC)[C@@H]1C=C[C@H](C[N+](=O)[O-])N(C(C)=O)C1	-2.1	0
CC(C)CN1CC(C)C(=O)NC1=S (stereo unspecified)	-2.1	3
Cc1ccsc1C(=O)NNC(=O)C1C2C=CC(C2)C1C(=O)O (stereo unspecified)	1.5	0
N#CC1C=Cc2c(ccc3ccccc23)N1C(=O)c1ccccc1 (stereo unspecified)	1.0	1
Cc1ccc(N=Nc2c(N)[nH]n3c(=O)cc(C)nc23)cc1	2.8	1
CC(O)C1CCC2C3CCC4CC(O)CCC4(C)C3C(=O)CC12C (stereo unspecified)	-1.0	0
O=C(O)c1cc2ccccc2cn1	-0.3	-1
O=C1CC(c2ccccc2)(c2ccccc2)c2ccccc21	0.1	-2
Cc1ccc(NC(=O)c2ncn(CCCNCc3ccccc3)n2)cc1C	-0.7	0
Cc1noc(C)c1COc1ccc(C(=O)OCC(=O)NC(=O)C2COc3ccccc3O2)cc1 (stereo unspecified)	-1.4	2

Further results follow.
SMILES	MPTP inh	NR3A LBD binder
CC1(C)COC(=S)N1CCC#N	-2.1	-3
CC(C)c1ccc2c(c1)CCC1C(C)(CN)CCCC21C (stereo unspecified)	5.2	-1
CCOC(=O)c1c(NC(=O)CSc2nnc(-c3ccncc3)n2Cc2ccco2)sc(C(C)=O)c1C	-8.2	-2
CC(C)(C)C(=O)/C=C/c1ccc(Oc2ccccc2)cc1	1.4	10*
C/C(Nc1ccc(Cl)cc1)=C1/CCOC1=O	0.0	2
CC(C)C(=O)OCC(=O)Nc1ccc(N=Nc2ccccc2)cc1	1.6	-3
CC(C)c1ccc(NC(=O)c2n[nH]c(=O)c3ccccc23)cc1	1.1	4
CCOC(=O)C1=C(O)/C(=C/c2cc(OC)c(O)c(OC)c2)SC1=Nc1ccc(OC)cc1	12	-5
COc1cccc(C(=O)NNC(=O)c2ccc3ccccc3c2)c1	-1.7	-1
F[B-](F)(F)COCc1ccccc1Br	1.1	0
O=C(Cc1ccc(S(=O)(=O)N2CCOCC2)s1)N1CCN(S(=O)(=O)c2ccccc2F)CC1	0.8	-1
O=C(NC1(C(=O)O)CCCC1)C(Cl)Cl	-3.3	0
Cc1ccc(NCCCn2cnc3c(OCc4ccccc4)ncnc32)cc1C	-0.8	-12
O=C1NC(c2cccc(OCc3ccccc3)c2)Nc2ccccc21 (stereo unspecified)	-0.3	13*
O=C1c2cccc(NCCCNCCO)c2C(=O)c2cccc(NCCCNCCO)c21	14	1
CN(C)S(=O)(=O)c1ccc(C(=O)OCC2CCCO2)cc1 (stereo unspecified)	0.8	-1
COc1ccc(Cl)cc1S(=O)(=O)N1CCN(C(=O)c2cc(OC)c(OC)c(OC)c2)CC1	1.8	-3
Cc1ccc(NC(=O)COC(=O)Cn2c(C)csc2=O)cc1S(=O)(=O)N1CCOCC1	-0.3	-1
O=c1oc2cc(O)ccc2cc1-c1nc2c(s1)CCc1ccccc1-2	89*	565*
O=C(O)C1CSC(c2ccc(O)c([N+](=O)[O-])c2)N1 (stereo unspecified)	-0.4	-2
CC(=O)c1ccc(N2CCN(c3ccc(C(F)(F)F)cn3)CC2)cc1	5.6	-5
CC(C)n1c(=O)[nH]c(=O)n1C(C)C	-0.4	-3
CCOC(=O)c1c(SCCN2CCCC2)n(-c2ccccc2)c(=S)n(-c2ccccc2)c1=O	0.0	-4
CCOC(=O)c1c(C)[nH]c(-c2csc(N)n2)c1C	-1.8	-6
Cc1c(S(=O)(=O)c2ccccn2)c(N)n(Cc2cccc(Cl)c2)c1C	-0.9	2

Reformatted: results already given
molecule: O=C(Cc1ccc(S(=O)(=O)N2CCOCC2)s1)N1CCN(S(=O)(=O)c2ccccc2F)CC1
- MPTP inh: 0.8
- NR3A LBD binder: -1

molecule: O=C(NC1(C(=O)O)CCCC1)C(Cl)Cl
- MPTP inh: -3.3
- NR3A LBD binder: 0

molecule: Cc1ccc(NCCCn2cnc3c(OCc4ccccc4)ncnc32)cc1C
- MPTP inh: -0.8
- NR3A LBD binder: -12

molecule: O=C1NC(c2cccc(OCc3ccccc3)c2)Nc2ccccc21 (stereo unspecified)
- MPTP inh: -0.3
- NR3A LBD binder: 13*

More structures:
SMILES	MPTP inh	NR3A LBD binder
CCCc1cc(=O)[nH]c(N2CCN(Cc3ccc4c(c3)OCO4)CC2)n1	-0.7	-2
O=C(Cc1ccc(NC(=O)C2CCCN(C(=O)C3CCC3)C2)cc1)Nc1cccc(C(=O)N2CCCC2)c1 (stereo unspecified)	-0.4	0
Cc1ccc(C(=O)C=Cc2cccc(C)c2)cc1	2.1	2
O=C(O)c1ccc(N/N=C/c2ccc(-c3ccccc3)cc2)cc1	1.3	-4
OCC(O)C(O)C(O)c1cnn(-c2ccccc2)n1 (stereo unspecified)	-1.0	-1
COc1cc2c[n+](C)c3c4ccccc4ccc3c2cc1OC	1.2	0
Cn1c(=O)[nH]c(=O)c2c1nc(OC(=O)c1ccccc1)n2CC(O)COc1ccc(F)cc1 (stereo unspecified)	0.4	0
O=C(COC(=O)c1ccc(O)cc1O)NC(=O)Cc1ccccc1	-0.4	-2
COC(=O)[C@@H](Cc1ccccc1)NC(=O)CC[C@H]1O[C@@H](n2cc(C)c(=O)[nH]c2=O)C[C@@H]1O	-1.2	7
Cc1cc(/C=C2\SC(=S)N(Cc3ccco3)C2=O)c(C)n1-c1cccnc1	6.9	3
COC(=O)c1ccccc1S(=O)(=O)N1CCC(C(=O)Nc2ccccc2N2CCOCC2)CC1	-0.1	0
S=C(c1ccc2c(c1)OCO2)N1CCN(c2cccc(Cl)c2)CC1	-1.0	1
CNc1nc(-c2ccccc2)[n+](-c2ccc(C)cc2)s1	-40	1
CCc1c(Cl)nc(N)nc1Nc1ccccc1Cl	-0.7	0
CCNc1ncnc2[nH]ncc12	-1.5	2
COC1C(OC(=O)/C=C/C=C/C=C/C=C/C(=O)O)CCC2(CO2)C1C1(C)OC1CC=C(C)C (stereo unspecified) (tested in a mixture with another compound)	-0.2	-2
CCc1c(C)[nH]c(C(=O)OCc2ccccc2)c1C	0.6	1
COc1ccc(-c2nn(-c3ccccc3)cc2/C=C/C(=O)N(C)CC(=O)Nc2cccc(F)c2)cc1OC	-0.8	11*
COc1cc(CCC(=O)N2CCN(c3ccccc3Cl)CC2)cc(OC)c1OC	0.6	-3
Cc1c(NS(=O)(=O)c2cc(C(=O)Nc3ccc(F)cc3Cl)ccc2Cl)c(=O)n(-c2ccccc2)n1C	-0.2	-1
COC(=O)C1=C(C(=O)OC)[C@]2([C@@H]3CC=CCN[C@@H](Cc4ccccc4)C(=O)N3Cc3ccccc3)C=C[C@H]1O2	0.3	6
CN1CCc2c(sc3c2c(=O)n(-c2ccccc2)c2nnc(SCc4ccc(F)cc4)n32)C1	0.6	0
Cn1nc(SCc2ccccc2)c(=O)n(C(c2ccccc2)c2ccccc2)c1=O	0.9	3
COc1ccc(Br)cc1/C=N/Nc1ccc(S(=O)(=O)Nc2ccccc2C(=O)O)cc1[N+](=O)[O-]	47	503*
O=C1Cc2ccccc2C(=O)N1Nc1ccccc1	-1.1	1

Next part:
SMILES	MPTP inh	NR3A LBD binder
Cc1cc(SCC(=O)c2cccc([N+](=O)[O-])c2)nc(=O)[nH]1	-1.5	-1
CC(=O)N1CCOc2ccc(S(=O)(=O)NC[C@H]3O[C@@H](n4ccc(=O)[nH]c4=O)[C@H](O)[C@@H]3O)cc21	0.1	-3
COc1ccc(C2/C(=C(/O)c3ccc4c(c3)CC(C)O4)C(=O)C(=O)N2CCCn2ccnc2)cc1OC (stereo unspecified)	-0.9	3
Nc1nc(SCC(=O)N2N=C3/C(=C\c4ccco4)CCCC3C2c2ccco2)n[nH]1 (stereo unspecified)	-1.3	-3
COc1cc(/C=N/NC(=O)c2cccnc2)ccc1OS(=O)(=O)c1cc(C)ccc1C	4.0	-43
CC(C)COC(=O)/C(C#N)=C/c1cn(Cc2ccccc2)c2ccccc12	0.3	6
Cc1cc(C2=NNC(=NCc3ccccc3)SC2)c(C)n1-c1c(C)n(C)n(-c2ccccc2)c1=O	1.7	-2
Cc1ccc(-c2noc(CCC(=O)NC3CCN(Cc4ccccc4)CC3)n2)cc1	72*	-1
CCOC(=O)C1=C(O)/C(=C/c2ccc(-c3ccccc3C(=O)O)o2)SC1=Nc1ccc(C)cc1	4.1	-2
CC(=O)Nc1ccc(C=NNC(=O)C2CC2)cc1	-0.7	3
N#CC1C(=O)NC(c2ccccc2)=CC1c1ccccc1 (stereo unspecified)	-0.7	3

Structures shown so far containing a COOH group:
SMILES	MPTP inh	NR3A LBD binder
CC(/C=C1\SC(=O)N(CCCC(=O)O)C1=O)=C\c1ccccc1	-0.5	-3
O=C(O)c1ccc(Cn2cnc3c(=O)[nH]cnc32)cc1	-0.1	2
O=C(O)c1cn(-c2ccc(F)cc2)c2cc(N3CCNCC3)c(F)cc2c1=O	-1.5	5
O=C(O)c1ccc(C=NN=Cc2ccco2)cc1	-0.1	-3
Cc1ccsc1C(=O)NNC(=O)C1C2C=CC(C2)C1C(=O)O (stereo unspecified)	1.5	0
O=C(O)c1cc2ccccc2cn1	-0.3	-1
O=C(NC1(C(=O)O)CCCC1)C(Cl)Cl	-3.3	0
O=C(O)C1CSC(c2ccc(O)c([N+](=O)[O-])c2)N1 (stereo unspecified)	-0.4	-2
O=C(O)c1ccc(N/N=C/c2ccc(-c3ccccc3)cc2)cc1	1.3	-4
COC1C(OC(=O)/C=C/C=C/C=C/C=C/C(=O)O)CCC2(CO2)C1C1(C)OC1CC=C(C)C (stereo unspecified) (tested in a mixture with another compound)	-0.2	-2
COc1ccc(Br)cc1/C=N/Nc1ccc(S(=O)(=O)Nc2ccccc2C(=O)O)cc1[N+](=O)[O-]	47	503*
CCOC(=O)C1=C(O)/C(=C/c2ccc(-c3ccccc3C(=O)O)o2)SC1=Nc1ccc(C)cc1	4.1	-2
